Bioassay records deposited in PubChem BioAssay by Broad Institute.
LGR2 antag: inhibitors of bursicon-induced LGR2 CRE-luciferase signal, primary screen, cell-based, HEK293, CRE-luciferase reporter, bursicon stimulation | AID 720647, 2013 | 380,000 tested, 0.35% active | inhibition, % at 9.99 µM | bursicon-stimulated, 4 h | Drosophila bursicon receptor LGR2 (rickets);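 active means drop in luminescence signal, shown as inhibition above about 50% in the replicate tests, limit read from the data, passing the limit was not always enough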;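 further: agonist challenge used bursicon conditioned medium at about half maximal strength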
SIRT5 block: SIRT5 desuccinylase inhibitors, primary screen, biochemical, fluorescence imaging, single point, set 5. NAD-dependent protein deacylase sirtuin-5, mitochondrial (Homo sapiens), Q9NXA8. Purified SirT5, succinyl-peptide AMC, trypsin-coupled fluorescence. inhibition, % at 15 µM. 330,000 tested, 1.1% active. AID 652115, 2013; in the data active means inhibition above about 15%
Target sequence (Q9NXA8 whole entry, looked up): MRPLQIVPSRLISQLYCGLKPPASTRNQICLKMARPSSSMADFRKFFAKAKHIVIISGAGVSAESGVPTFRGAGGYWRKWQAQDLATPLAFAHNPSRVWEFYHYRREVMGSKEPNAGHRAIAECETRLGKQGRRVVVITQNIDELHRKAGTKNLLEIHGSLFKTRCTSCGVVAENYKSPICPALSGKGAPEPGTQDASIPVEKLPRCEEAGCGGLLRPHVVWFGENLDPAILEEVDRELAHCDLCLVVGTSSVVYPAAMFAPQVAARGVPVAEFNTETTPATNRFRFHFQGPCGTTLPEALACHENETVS
CASP6 VEID inh: human caspase-6 inhibitors, primary screen, biochemical, VEID-R110 fluorescence, single point, set 2; P55212; purified caspase-6, Z-VEID-R110 cleavage fluorescence; inhibition, % at 12.5 µM; 350,000 tested, 0.53% active; AID 686996, 2013;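 active means mean inhibition across replicates at least about 35%, with every replicate also reaching that limit, limit read from the data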;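 further: 0% = median of neutral control wells and 100% = no fluorescence left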
Target sequence (P55212 24-179 limits assumed): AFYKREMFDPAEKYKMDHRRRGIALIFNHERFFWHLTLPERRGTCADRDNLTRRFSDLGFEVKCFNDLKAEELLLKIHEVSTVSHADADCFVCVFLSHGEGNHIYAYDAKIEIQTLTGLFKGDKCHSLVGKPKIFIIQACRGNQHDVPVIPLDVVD
Target sequence (P55212 194-293 limits assumed): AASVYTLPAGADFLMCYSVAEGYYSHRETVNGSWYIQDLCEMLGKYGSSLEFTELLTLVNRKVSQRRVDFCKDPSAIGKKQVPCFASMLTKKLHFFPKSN
S100A4 inh HTS: inhibitors of S100A4-myosin IIA peptide binding, primary screen, biochemical, fluorescence polarization, TAMRA-MyoIIA peptide; Protein S100-A4 (Homo sapiens), P26447; inhibition, % at 10.7 µM; 360,000 tested, 0.14% active;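 active means mean inhibition of at least 70% across replicates, with every replicate also reaching that level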
Target sequence (P26447 whole entry, looked up): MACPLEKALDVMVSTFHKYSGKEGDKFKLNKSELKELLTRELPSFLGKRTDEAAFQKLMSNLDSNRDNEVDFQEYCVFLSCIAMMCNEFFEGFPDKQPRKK
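Material: S100A4 monomer (human). Medium: Calcium-containing HEPES buffer, pH 7.2. Probe or stimulus: labelled myosin peptide probe, 5 nM. Compound dosing: one concentration per compound. Timing: polarization read 5 min after assay mix addition, stable 5–60 min. Benchmarks: DMSO as neutral control, TFP as positive control.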
Statin myotox sup: suppressors of statin myotoxicity in C2C12 myotubes, primary screen, cell-based, single point, plate reader; C2C12 myotubes + simvastatin, ATP luminescence, 48 h; scaled: DMSO 0, geranylgeraniol control 100; rescue of ATP level, % at 7.49 µM; 330,000 tested, 0.78% active; AID 602340, 2012;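 active means mean ATP rescue above about 67%, or every replicate alone reaching that limit, limit read from the data, passing the limit was not always enough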;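 further: myotubes were challenged with 10 µM simvastatin during compound exposure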
esBAF inh: Bmi1 luciferase reporter increase in mESCs, primary screen, esBAF inhibitor project, mouse ES cells, Bmi1 luciferase knock-in, single point. 24 h; 100% = twice the neutral-well signal. reporter increase, % at 12.5 µM. 350,000 tested, 2% active. AID 602393, 2012; in the data active means activation above about 40%;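 further: 0% = median of the plate's neutral control wells and 100% = double that signal; a rise in the Bmi1 reporter signal indicates esBAF inhibition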
FN deposit inh: inhibitors of fibronectin matrix deposition, primary screen, AH1F cells, Alexa488-fibronectin fluorescence, plate reader; 350,000 tested, 0.086% active; AH1F fibroblasts, overnight; AID 743247, 2014; inhibition, % at 12.6 µM;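 active means mean inhibition across replicates of 30% or more, regardless of how many single replicates reach that level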;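 further: positive control wells lacked labelled fibronectin entirely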
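test system = AH1F fibroblasts assembling fluorescent fibronectin matrix | quantity = 10000 AH1F cells per well | buffer or medium = DMEM plus 2% serum, read in PBS | doses = single dose, pinned | incubation = 1 h cell attachment, overnight exposure to compound and label | detection = fluorescence at 485 nm excitation, 525 nm emission | read-out basis = inhibition from reduced deposited-fibronectin fluorescence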
An asterisk follows results filed as active; . = not tested or not shown; & = joins results of further samples.

SMILES	LGR2 antag	SIRT5 block	CASP6 VEID inh	S100A4 inh HTS	Statin myotox sup	esBAF inh	FN deposit inh
O=C(O)c1ccc(S(=O)(=O)N2CCC(NC(=O)C3CCCCC3)CC2)cc1	3	-1	2	0	1	-3	-2
C[C@H]1CN([C@@H](C)CO)C(=O)CCCn2cc(nn2)CO[C@H]1CN(C)C(=O)c1cc(-c2ccccc2)on1	-11	.	.	.	-2	6	-12
CC(C)CN1C(=O)c2ccc(NC(=O)c3ccccc3F)cc2C1=O	.	.	.	.	-54	47*	18
NS(=O)(=O)c1ccc(NC(=O)c2cc(Cl)sc2Cl)cc1	-7	-3	-3	-5	23	-5	11
CCOc1ccc(S(=O)(=O)n2cc(F)c(=O)[nH]c2=O)cc1	-11	-5	3	-1	.	.	0
CSc1ncc(C(=O)Nc2cccc(S(N)(=O)=O)c2)n1-c1ccccc1	-7	-1	1	-14	1	-4	2
CCn1c2ccc(C)cc2c2n[nH]c(=S)nc21	11	4	5	-1	-8	6	-5
Cc1cccc(-n2c(C)nc3cc(C(=O)NCc4ccc5c(c4)OCO5)ccc32)c1	-6	-1	1	-17	.	.	1
C[C@H]1CN([C@@H](C)CO)C(=O)c2cc(C#CC3(O)CCCC3)cnc2O[C@H]1CN(C)Cc1ccccc1	0	5	-1	1	1	-3	.
COC(=O)c1ccccc1NC(=O)CCNC(=O)Cn1cnc2ccccc2c1=O	.	.	.	.	32	-3	-6
CCN(C(=O)CN1CCOCC1)c1c(N)n(Cc2ccccc2)c(=O)[nH]c1=O	8	-2	2	-3	5	-6	0
Nc1ccc(Br)cc1C(NCC(=O)O)c1ccccc1 (stereo not drawn)	-10	1	4	5	.	.	-13
O=C(NCc1cccc(C(F)(F)F)c1)c1ccc2sc([C@@H]3O[C@H](CO)[C@H](O)[C@H](O)[C@H]3O)nc2c1	10	-2	-2	-3	-3	-2	-7
CC(C)N1CCC(N2CCN(Cc3cc4c(cc3Cl)OCO4)CC2CCO)CC1 (stereo not drawn)	6	0	-22	-3	-5	-10	.
CC(=O)c1c(C)[nH]c(C(=O)Nc2cc(S(=O)(=O)N3CCCCC3)ccc2C)c1C	-7	-6	0	2	-1	10	-7
C[C@@H]1CCCCO[C@@H](CN(C)C(=O)Nc2ccc3c(c2)OCO3)[C@@H](C)CN([C@H](C)CO)C(=O)c2cc(N(C)C)ccc2O1	7&-26	1&3&1	2&-2&2	-4&-1&3	3&-31	1&0&-2	6
C[C@H]1CN([C@@H](C)CO)C(=O)c2cccc(NS(C)(=O)=O)c2O[C@@H]1CN(C)Cc1ccc(-c2ccccc2)cc1	4	.	1	4	43	-18	-3
Cc1cc(Cl)ccc1OCC(=O)NNC(=O)c1ccco1	-22	-1	4	-16	-4	10	-10
C[C@@H](NC(=O)[C@@H]1[C@@H](CO)[C@@H]2Cn3c(ccc(C4=CCCCC4)c3=O)[C@@H]2N1C)c1ccccc1	8	-2	3	-7	19	1	.
CCCC#Cc1cnc2c(c1)C(=O)N([C@@H](C)CO)C[C@H](C)[C@H](CN(C)C(=O)c1ccc3c(c1)OCO3)O2	-22	2	1	9	9	-1	-6
COc1ccc(-c2cc(NC(C)=O)c3ncc(-c4cc(OC)c(OC)c(OC)c4)n3c2)cn1	-24	4	2	-2	-63	-15	-9
O=C(Nc1cccc(F)c1)N1CC(=O)N2[C@H](CO)[C@H](c3ccc(C#CCC4CCCC4)cc3)[C@H]2C1	18	-4	-1	3	.	.	.
O=C(C(=O)N1CCCCCC1)c1c[nH]c2ccccc12	.	.	-1	-3	8	1	3
COc1ccc(Cc2nc3ccc(C(=O)NCCc4cccc(C)n4)cc3o2)cc1	0	0	-4	-5	10	3	10
S=c1[nH]nc(Cn2cnc3ccccc32)n1-c1ccccc1Cl	4	1	4	8	.	.	-1
O=C(NC1=NCCS1)c1ccc(Cl)c(Cl)c1	-70	-10	2	-2	-36	4	11
CC(C)NC(=O)N(C)C[C@H]1Oc2ccc(NC(=O)c3ccncc3)cc2CC(=O)N([C@@H](C)CO)C[C@H]1C	-16	-3	-2	11	1	-2	-13
N#CCSc1nnc(-c2ccccc2O)n1Cc1ccccc1	-1	.	3	1	22	2	4
N#C[C@@H]1[C@@H](c2ccc(-c3ccccc3F)cc2)[C@@H](CO)N1C(=O)Cc1ccccc1	2	0	-1	4	8	1	-1
CNC[C@@H]1Oc2cc(C#CC3CCCCC3)ccc2S(=O)(=O)N([C@@H](C)CO)C[C@H]1C	-31	6	3	1	-24	-13	8
COc1cccc(C(C(=O)NC2CCCC2)N(C(=O)c2ccco2)c2ccccc2F)c1OC (stereo not drawn)	-27	-1	0	2	2	-5	5
CCC(=O)N(CCCN(C)C)c1nc(-c2cc(OC)ccc2OC)cs1	.	.	.	.	-5	6	26
O=C(C[C@H]1C[C@@H]2c3cc(NC(=O)Nc4ccccc4)ccc3O[C@@H]2[C@@H](CO)O1)NCC(F)(F)F	2	2	2	5	0	0	1
CCOC(=O)Nc1ccc2c(c1)N(C(=O)CNC)c1ccccc1CC2	-18	-1	0	0	3	12	-4
COc1cccc(Nc2nc3ccc(C(=O)c4ccccc4)cc3n3cnnc23)c1	-5	0	-2	-1	-7	5	-6
CSc1cccc(NC(=O)c2c(Cl)cnn2C)c1	-10	1	0	-2	5	6	.
Cc1ccc(CNC(=O)N2CCN(S(=O)(=O)c3ccccc3)CC2)cc1	-3	-3	2	-6	-8	-6	0
CN(N=Cc1ccccc1)C(=S)Nc1ccccc1	-28	-3	0	-4	-3	-9	-8
CC(CC(F)(F)F)N1CCC(n2nccc2NC(=O)CCCc2ccccc2)CC1 (stereo not drawn)	-4	-3	0	5	.	.	-8
Cc1c(C)c2ccc(OCC(=O)N3CCN(C(=O)C4COc5ccccc5O4)CC3)cc2oc1=O (stereo not drawn)	4	-18	1	5	-1	-3	-3
CC(=O)NC(C)(C)C1CC=C(C)/C(=N\O)C1 (stereo not drawn)	.	.	.	.	1	-9	-1
Cc1ccc(S(=O)(=O)NCC23C=CC(O2)C2C(=O)N(c4ccccc4)C(=O)C23)cc1 (stereo not drawn)	9	.	.	.	1	-4	.
C=CCn1c(-c2cccn(Cc3ccccc3)c2=O)n[nH]c1=S	.	.	.	.	5	-2	6
OC(COc1ccccc1)CN1CCCCCC1 (stereo not drawn)	6	-1	-9	-3	.	.	0
CCc1cc(=O)oc2cc(OCC(=O)NCC3CCC(C(=O)O)CC3)ccc12 (stereo not drawn)	-10	-3	3	-4	0	-1	.
CC(Nc1ccc2ccccc2c1)C(=O)N/N=C/c1ccncc1 (stereo not drawn)	19	1	61*	2	14	-4	-1
C[C@@H]1CN([C@H](C)CO)C(=O)CCCn2cc(nn2)CO[C@H]1CN(C)C(=O)Nc1ccccc1	1&-11	-9&-45&1	-3&3	20&43&22	2&-5&6	4&0&-1	6&1
COC(=O)c1ccc(CS(=O)(=O)c2ccc(F)cc2)o1	-6	-7	15	-8	9	-4	5
CO[C@H]1CN(C)C(=O)c2cc(NS(=O)(=O)c3cn(C)cn3)ccc2OC[C@@H](C)N(CC2CC2)C[C@@H]1C	18	-4	3	-54	8	-7	-7
O=C(Nc1cnc2ccccc2c1)C1COc2ccccc2O1 (stereo not drawn)	-38	.	.	.	15	7	.
Nc1ncnc2c1ncn2[C@@H]1O[C@H](C(=O)N[C@@H](CCc2ccccc2)C(=O)N2CCCN(Cc3cccs3)CC2)[C@@H](O)[C@H]1O	-9	-2	0	-9	.	.	7
Cc1ccc(C(=O)N(C)CC(=O)Nc2ccc(Cl)c(C(F)(F)F)c2)cc1S(=O)(=O)N1CCCCC1	23	19*	-1	4	-11	-9	3
Cn1c(SCC2CCCO2)nnc1-c1cccc([N+](=O)[O-])c1 (stereo not drawn)	1	.	0	1	.	.	3
O=C1CNC[C@H]2[C@H](c3ccc(C4=CCCC4)cc3)[C@H](CO)N12	19	7	0	2	.	.	-7
O=C(c1cccs1)N1C[C@H](n2cc(C3CC3)nn2)[C@@H](O)C[C@@H]1c1ccc(Cl)cc1	5	4	0	-7	5	-6	14
COc1ccc(C)cc1NC(=O)c1cnc2scc(C)n2c1=O	0	-1	-2	-4	-10	-4	-15
COc1ccc(N2CCN(C(=O)c3ccc4c(c3)CCN4S(=O)(=O)c3ccccc3)CC2)cc1	-13	-2	-1	-17	134*	-2	-3
O=C(NCc1ccccc1)c1cccc(NC(=O)C2CCC2)c1	26	-3	-5	-1	-3	-6	5
O=C(/C=C/c1ccc(N2CCCCC2)c([N+](=O)[O-])c1)c1ccc(O)cc1	-58	7	-1	-6	-18	60*	1
C[C@H](NC(=O)C[C@@H]1C[C@@H]2c3cc(NC(=O)CC4CC4)ccc3O[C@@H]2[C@H](CO)O1)c1ccccc1	-7	2	-1	2	0	-2	-10

(next part)
SMILES	LGR2 antag	SIRT5 block	CASP6 VEID inh	S100A4 inh HTS	Statin myotox sup	esBAF inh	FN deposit inh
Cc1ccc(N2C(=O)CC(N3CCN(c4ccc(F)cc4)CC3)C2=O)c(C)c1 (stereo not drawn)	-5	-1	-2	-2	3	-4	4
NCC[C@H]1CC[C@@H](NS(=O)(=O)c2ccc(Cl)cc2)[C@@H](CO)O1	2	1	1	-11	-8	1	-7&-1
CC(C)c1ccc(S(=O)(=O)c2cnc(=S)[nH]c2N)cc1	-5	-3	-1	-4	19	-3	-8
O=C(CN1C(=O)c2ccccc2C1=O)NC1(C(=O)O)CCCC1	-12	0	-6	1	-2	-5	-12
COc1ccccc1/C=N\NC(=O)c1ccc(COc2ccc(C)c(C)c2)o1	-31	.	0	-11	.	.	0
CCS(=O)(=O)N1CCC(NC(=O)C2CCCCC2)CC1	.	.	.	.	-2	-2	-7
C[C@@H]1CN([C@@H](C)CO)C(=O)c2cc(NC(=O)CCC(F)(F)F)ccc2O[C@@H]1CN(C)Cc1ccc(Cl)c(Cl)c1	16	12	2	1	-29	1	.
CCN(C[C@H]1[C@H](c2ccccc2)[C@@H](CO)N1C(C)=O)C(=O)NC1CCCC1	-20	1	3	5	-2	-1	-8
O=C(Nc1ccccc1)c1ccccc1OCC(O)CN1C(=O)c2ccccc2S1(=O)=O (stereo not drawn)	.	.	.	.	-19	-1	5
O=C(C[C@H]1CC[C@H]2NC[C@@H](O)COC[C@@H]2O1)NCCc1ccccc1	-5	-2	-1	-12	-4	-4	7

Arranged by heavy-atom count (largest number first): some entries from above
SMILES	LGR2 antag	SIRT5 block	CASP6 VEID inh	S100A4 inh HTS	Statin myotox sup	esBAF inh	FN deposit inh
C[C@@H]1CN([C@@H](C)CO)C(=O)c2cc(NC(=O)CCC(F)(F)F)ccc2O[C@@H]1CN(C)Cc1ccc(Cl)c(Cl)c1	16	12	2	1	-29	1	.
Cc1ccc(N2C(=O)CC(N3CCN(c4ccc(F)cc4)CC3)C2=O)c(C)c1 (stereo not drawn)	-5	-1	-2	-2	3	-4	4
CCN(C[C@H]1[C@H](c2ccccc2)[C@@H](CO)N1C(C)=O)C(=O)NC1CCCC1	-20	1	3	5	-2	-1	-8
O=C(C[C@H]1CC[C@H]2NC[C@@H](O)COC[C@@H]2O1)NCCc1ccccc1	-5	-2	-1	-12	-4	-4	7
O=C(CN1C(=O)c2ccccc2C1=O)NC1(C(=O)O)CCCC1	-12	0	-6	1	-2	-5	-12
CC(C)c1ccc(S(=O)(=O)c2cnc(=S)[nH]c2N)cc1	-5	-3	-1	-4	19	-3	-8

These rows are one share of the data. The share of hits here may be higher or lower than overall.
